# Tb PFK inh: T. brucei PFK enzyme inhibition; O15648; T. brucei PFK, ADP-Glo luminescence; Potency, µM (series often up to 57.5 µM), inactives show top-dose activity, negative = inhibition, most hits filed as inhibitors; hit rate 0.17% among 330,000; AID 485367;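 note: potency is the fitted concentration of half-maximal effect; 0% = uninhibited 1x PFK enzyme wells and -100% = no-enzyme wells; nearly all actives have a fitted effect of over 60% in size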
# Target sequence (O15648 whole entry, looked up): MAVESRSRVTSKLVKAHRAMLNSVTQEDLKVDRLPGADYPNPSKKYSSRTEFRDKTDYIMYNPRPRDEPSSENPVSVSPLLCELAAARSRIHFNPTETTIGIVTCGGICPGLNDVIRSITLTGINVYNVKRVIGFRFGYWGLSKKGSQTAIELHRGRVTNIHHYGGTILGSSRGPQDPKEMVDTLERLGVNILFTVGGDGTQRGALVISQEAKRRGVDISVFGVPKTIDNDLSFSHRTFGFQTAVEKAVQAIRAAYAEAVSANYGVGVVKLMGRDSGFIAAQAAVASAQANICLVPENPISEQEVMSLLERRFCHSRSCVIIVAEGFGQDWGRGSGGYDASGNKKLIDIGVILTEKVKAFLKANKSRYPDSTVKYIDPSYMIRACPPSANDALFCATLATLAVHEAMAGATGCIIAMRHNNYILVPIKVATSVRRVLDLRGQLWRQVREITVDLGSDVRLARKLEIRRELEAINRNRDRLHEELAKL
#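 1.25 nM PFK with 0.5 mM F6P and 0.1 mM ATP in 0.1 M TEA pH 8.0, 5 mM MgCl2, incubated 45 min at room temperature; ADP measured by ADP-Glo luminescence; compounds titrated up to 57 uM.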
# ELG1 repair inh: blocks ELG1-dependent DNA repair in HEK293T cells; HEK293T ELG1-luciferase reporter, luminescence, 16 h; DNA damage induced by 5-fluorouridine; Potency, µM (titrated, usually from 46.1 µM), for inactives: at the top dose activity change, negative = inhibition, hits mostly inhibitors; hit rate 2.3% among 330,000; AID 504467; note: potency is the fitted concentration of half-maximal effect; % is set by controls: 0 for no effect and ±100 for the full control effect; nearly all actives have a fitted effect of over 55% in size
#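 Overnight (16 hr) co-exposure of 2,000 cells/well to 5-fluorouridine and compound at 37 °C preceded detection. Luciferase was quantified via ONE-Glo luminescence; loss of signal denotes inhibition.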
# p53 reactivator: re-activators of mutant p53 | Potency, µM (titrated, usually from 92.2 µM), without a hit: at the top dose activity change, positive = activation, hits mostly activators | H1299 p53-A138V BP100-luciferase reporter, luminescence, 24 h | hit rate 0.063% among 320,000; note: potency is the fitted concentration of half-maximal effect; % of control where 0% means no effect; nearly all actives have a fitted effect of over 45% in size
#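 H1299 (p53-null), stable ts p53-A138V + BP100-Luc; 1000 cells/well, Opti-MEM/10% FBS; cpd 4 pt, 1:5; 24 h, 37 deg C, 5% CO2; detection reagent 10 min RT; luminescence.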
# BRCA1 expr up: BRCA1 expression activation; hit rate 1.1% among 380,000; MCF7-BRCA1-FFLuc reporter, luminescence, 48 h; response scale: scaled: vehicle 0%, 10 µM genistein 100%; Potency, µM (doses to about 46.1 µM), for inactives: at the top dose activation, hits mostly activators; AID 624202; note: potency is the fitted concentration of half-maximal effect; nearly all actives have a fitted effect of over 80% in size; some results filed as inactive show a strong effect at the top dose
#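 MCF7 cells carrying a BRCA1-firefly luciferase reporter (2000 cells/well, phenol-red free MEM) were attached for 2 h at 37 °C, then given compounds for 48 h. Luminescence was read 15 min after luciferase reagent; activity normalized to genistein (10 microM) and DMSO.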
# ELG1 genotox: induces genotoxicity in HEK293T cells with luciferase-tagged ELG1 | AID 504466 | Potency, µM (titrated, usually from 46 µM), without a hit: top-dose activity change, positive = activation, actives largely listed as activators | hit rate 1.3% among 330,000 | HEK293T ELG1-luciferase reporter, luminescence, 16 h; note: potency is the fitted concentration of half-maximal effect; % of control where 0% means no effect; nearly all actives have a fitted effect of over 60% in size
#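 ELG1-luciferase HEK293T cells, 2,000/well; compound pinned in; 16 hr, 37 °C, 5% CO2; ONE-Glo, 30 min RT; luminescence on CCD imager.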
# TRPV1 agonist: agonists of human vanilloid receptor 1 (TRPV1); TRPV1-expressing cells, Fluo-8 calcium influx, agonist mode; activation, % at 8.33 µM; hit rate 0.19% among 320,000; in the data active = activation above about 80%; inconclusive = between about 30% and that limit; note: 0% is about no effect
#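 TRPV1-expressing cells were cultured overnight at 35.5C and loaded with Fluo-8 calcium dye for 40 to 90 min at room temperature. After a 10 s baseline, compound was added and calcium influx was read kinetically for 3 min (ex 480/em 520 nm).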
# Rab9 prom act: activates the Rab9 promoter. Huh7 Rab9 promoter-luciferase reporter, luminescence, 24 h. Potency, µM (series often up to 9.22 µM), for the others: at the top dose activation, negative = inhibition, most hits filed as activators. hit rate 2.8% among 320,000. AID 485297; note: potency is the fitted concentration of half-maximal effect; % of control where 0% means no effect; nearly all actives have a fitted effect of over 60% in size
#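 Measured in stably transfected Huh7 cells bearing a Rab9 promoter–luciferase construct: 24 h compound treatment at 37 °C, followed by luminescence detection.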
# NPC1 prom act: activators of NPC1 promoter; Huh7 NPC1 promoter luciferase reporter, 24 h; Potency, µM (doses to about 9.22 µM), for the others: top-dose activation, most hits filed as activators; hit rate 2.4% among 320,000; AID 485313;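 note: potency is the fitted concentration of half-maximal effect; % of control where 0% means no effect; nearly all actives have a fitted effect of over 60% in size; reporter is driven by a mutant NPC1 promoter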
#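 Huh7 reporter cells (NPC1 promoter driving luciferase) are dosed with compound for 24 h at 37 °C, 5% CO2; luciferase detection reagent is then added and luminescence measured after 10 min at ambient temperature.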
# Gal4-VP16 FLuc: counter-screen for ROR gamma inhibitors: Gal4-VP16 reporter; Potency, µM (series often up to 53.6 µM), for inactives: at the highest dose activity, negative = inhibition, hits mostly inhibitors; hit rate 3.5% among 310,000; Drosophila S2 Gal4-VP16 UAS-luciferase, luminescence, 20 h;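 note: Gal4-VP16 expression switched on by copper sulfate through the metallothionein promoter; potency is the fitted concentration of half-maximal effect; % is set by controls: 0 for no effect and ±100 for the full control effect; nearly all actives have a fitted effect of over 50% in size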
# RORg inh: inhibitors of mouse ROR gamma transcriptional activity; Drosophila S2 Gal4-RORgamma UAS-luciferase reporter, 20 h; Potency, µM (highest dose often 53.6 µM), for the others: top-dose activity change, negative = inhibition, usual class: inhibitors; hit rate 5.4% among 310,000; note: potency is the fitted concentration of half-maximal effect; % is set by controls: 0 for no effect and ±100 for the full control effect; nearly all actives have a fitted effect of over 60% in size
#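 Drosophila S2 cells stably expressing Gal4-DBD/mouse RORγ fusion under metallothionein promoter plus UAS-luciferase; compound 1 h, then 700 uM CuSO4 induction for 20 h at ambient temperature; inhibition read as reduced luminescence.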
# FLuc counter: inhibits or activates purified firefly luciferase, miR-21 counter-screen. P08659. purified FLuc, Km substrates, luminescence inhibition. Potency, µM (highest dose often 57.5 µM), for inactives: top-dose activity change, negative = inhibition, most hits filed as inhibitors. hit rate 6.9% among 360,000;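 note: potency is the fitted concentration of half-maximal effect; plate controls were vehicle for no effect and reference inhibitor for full effect; nearly all actives have a fitted effect of over 55% in size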
# Target sequence (P08659 whole entry, looked up): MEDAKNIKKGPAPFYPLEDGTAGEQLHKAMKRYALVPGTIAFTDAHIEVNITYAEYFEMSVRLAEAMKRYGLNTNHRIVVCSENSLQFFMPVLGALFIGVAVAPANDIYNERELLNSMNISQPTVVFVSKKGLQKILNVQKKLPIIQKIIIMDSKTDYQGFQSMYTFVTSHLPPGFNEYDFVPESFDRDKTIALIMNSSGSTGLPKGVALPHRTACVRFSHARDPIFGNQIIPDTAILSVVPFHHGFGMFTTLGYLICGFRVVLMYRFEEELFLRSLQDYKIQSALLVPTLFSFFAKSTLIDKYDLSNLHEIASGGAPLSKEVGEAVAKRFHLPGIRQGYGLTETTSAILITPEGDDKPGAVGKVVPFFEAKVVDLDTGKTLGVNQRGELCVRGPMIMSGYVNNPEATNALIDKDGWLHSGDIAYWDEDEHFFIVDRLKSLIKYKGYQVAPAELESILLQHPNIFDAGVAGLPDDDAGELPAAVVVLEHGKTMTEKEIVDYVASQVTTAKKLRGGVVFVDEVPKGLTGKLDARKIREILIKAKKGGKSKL
#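 Purified P. pyralis luciferase, 10 nM final, with Km-level 10 uM D-luciferin and 10 uM ATP in 50 mM Tris acetate pH 7.5, 10 mM Mg acetate, 0.01% Tween-20, 0.05% BSA; 6-point qHTS titration about 60 µM downward; luminescence read.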
# Numbers without * were called inactive; ? = inconclusive; . = no result given; [ ] = remark or other dose. Unless noted, calls come from the whole dose curve; as a rule, active = well fitted curve in the direction sought with a large enough effect; inconclusive = small, poorly fitted or top-dose-only effect, or another doubt; inactive = no such curve, though single readings can be large; an effect the other way counts as inactive or inconclusive.
SMILES	ELG1 repair inh	ELG1 genotox	FLuc counter	p53 reactivator	TRPV1 agonist	NPC1 prom act	BRCA1 expr up	Tb PFK inh	Gal4-VP16 FLuc	RORg inh	Rab9 prom act
O=C(Cn1cnc2c(nnn2-c2ccccc2)c1=O)N1CCOCC1	1%	-4%	2%	-9%	0	0%	18%	4%	-15%	-11%	2%
Cc1cc(=O)oc(C)c1C(=O)NC12CC3CC(CC(C3)C1)C2	4%	0%	11%	-3%	4	-2%	0%	-2%	-9%	-9%	0%
COc1ccc(C(=O)NC(=S)N2CCN(c3ccc([N+](=O)[O-])cc3)CC2)cc1	-18%	-7%	-1%	-4%	1	-2%	-39%	2%	0.89µM*	0.63µM*	-2%
O=C(Nc1ccccc1C(=O)N1CCOCC1)c1ccncc1	-1%	-4%	-1%	5%	0	-4%	15%	-3%	17%	-26%	2%
CC1CCN(c2ccccc2N)CC1	-2%	19%	-4%	16%	-2	-1%	-2%[1.84 µM]	2%	16%	?	0%
Cc1cc2c(NCCc3ccccc3)ncnc2s1	?	?	12µM*	.	?	-7%	85%	2%	.	.	-7%
COC(=O)C1CSC(C(=O)OC)N1C(=O)CN1CCN(c2ccccc2)CC1 (configuration not stated)	5%	-3%	2%	-2%	3	-7%	-23%	0%	-3%	11%	-29%
COc1ccc(/C(O)=C2/C(=O)C(=O)N(Cc3cccnc3)C2c2ccccn2)cc1 (configuration not stated)	13%	-1%	2%	25%	-2	-6%	12%	-1%	12%	-3%	-2%
Cc1ccc(C(=O)N2CC3(C)CN(C(=O)c4ccc(C)cc4)CC(C)(C2)C3=O)cc1	4%	-2%	6%	-6%	1	-8%	-3%	-5%	-11%	-14%	-5%
Cc1ccc(S(=O)(=O)N2CC(C(=O)O)Oc3ccccc32)cc1 (configuration not stated)	-3%	0%	2%	-3%	-2	-2%	1%	-2%	3%	10%	1%
CSCCC(NC(=O)C1CCC(C)CC1)C(=O)O (configuration not stated)	13%	0%	1%	6%	1	-8%	-20%	-1%	8%	-1%	-3%
O=C(NCc1ccc2c(c1)OCO2)c1cc2c(s1)CSC2	14%	1%	-4%	5%	?	-1%	21%	4%	-10%	3%	-4%
COc1ccccc1C(=O)NC(CCSC)C(=O)NNC(=O)c1csc(N2CCOCC2)n1 (configuration not stated)	-13%	4%	3%	-33%[inhibitor]	-1	3%	2%	1%	2%	-2%	-2%
COCCCNC(=O)CN(c1ccc(F)cc1)S(=O)(=O)c1ccc2c(c1)OCCO2	13%	3%	3%	7%	1	1%	-27%	0%	0%	-1%	-1%
CCOC(=O)Cc1ccc(NC(=O)c2ccc(C(C)(C)C)cc2)cc1	18µM*	-16%	1.1µM*	-17%	?	-17%	-79%	0%	?	0.2µM*	-21%
COc1ccc(OCc2n[nH]c(=S)n2-c2ccc(C)cc2)cc1	-2%	3%	-16%	-1%	-6	-6%	-3%	-6%	?	2.2µM*	-3%
COC(=O)c1nn(-c2ccccc2)c(Sc2ccc(Br)cc2)c1/C=N/O	?	0%	0%	-4%	1	-2%	-9%	-4%	-8%	7%	-10%
COc1cccc(NS(=O)(=O)c2ccc3c(c2)n(C)c(=O)c(=O)n3C)c1	-16%	-4%	3%	-6%	4	-3%	0%	0%	-17%	25%	-3%
O=C(N/N=C/c1cccc(Oc2ccccc2)c1)c1ccccc1F	?	?	17µM*	10%	-8	-5%	.	1%	-4%	-22%	21%
Cc1cc(=O)n2nc(N3CCCC3C(=O)Nc3ccc(C(C)C)cc3)sc2n1 (configuration not stated)	8%	2%	2%	.	-1	3%	2%	0%	0%	-29%	3%
O=C(CN1C(=O)c2ccccc2C1=O)N1CCN=C1c1ccccc1	6%	5%	-3%	-2%	2	-1%	0%	5%	-2%	-3%	0%
CC1CCN(C(=O)c2nc[nH]c2C(=O)N2CCC(C)CC2)CC1	5%	4%	3%	14%	-2	-2%	10%	-3%	.	.	1%
Cc1cccc(NS(=O)(=O)c2c(C)noc2C)c1	7%	-12%	1%	-4%	2	0%	-24%	0%	-2%	4%	0%
Cc1ccc(OCCC(=O)Nc2ccc(S(=O)(=O)Nc3nccs3)cc2)cc1	?	4%	?	-8%	0	-1%	8%	-3%	.	.	-12%
Cc1ccc(C)c(NS(=O)(=O)c2csc(C(N)=O)c2)c1	-8%	-3%	-1%	-5%	4	-2%	-5%	-1%	-7%	?	-1%
COCCn1c(=O)c2ccccc2c2ccccc2c1=O	18%	1%	0%	-1%	17	-1%	2%	-1%	-4%	13%	-12%
CCCCOc1ccc(C(=O)NNC(=S)NC(=O)CC)cc1	?	?	4%	?	-2	-12%	-63%	1%	?	-29%	-8%
CCOC(=O)Cn1nc(-c2ccccc2)c2cnc3ccc(CC)cc3c21	4%	-1%	-6%	7%	0	2%	-9%	-1%	-14%	-24%	0%
O=[N+]([O-])c1cc(C(F)(F)F)ccc1N1CCC(O)CC1	19%	3%	-1%	0%	-4	7%	8%	-1%	-10%	-3%	2%
CCC(NC(=O)c1ccccc1Br)c1ccccc1 (configuration not stated)	-17%	-1%	-1%	-1%	-2	1%	-13%	-1%	10%	4%	0%
CN(C)S(=O)(=O)N1CCC(Oc2ccc(C(=O)NCc3cnn(C)c3)cc2)CC1	?	-9%	0%	1%	0	-5%	-17%	-9%	?	24%	-18%
CCN(CC)CCCN=C1N[C@@H](c2cccc(F)c2)C(C(=O)OC)=C(C)N1Cc1ccccc1	-19%	-9%	.	-11%	.	.	-56%	6%	.	.	.
Cc1ccc(OCC(=O)c2cc(C)n(Cc3cccs3)c2C)c([N+](=O)[O-])n1	?	7%	?	-11%	4	-12%	-67%	7%	3%[10 µM]	16%	-16%
COc1ccc(C(=O)CC(=O)C(=O)Nc2ccccc2C(F)(F)F)cc1	?	-3%	1%	3%	4	-4%	-11%	2%	7.1µM*	6.3µM*	-4%
S=C(N/N=C1\C2CN3CCN(C2)CC1(c1ccccc1)C3)Nc1ccccc1	3%	7%	-1%	2%	-1	0%	-17%	-2%	2.8µM*	5µM*	-5%
CN(C)S(=O)(=O)c1ccc(Cl)c(NC(=O)COC(=O)CNC(=O)c2ccco2)c1	-6%	4%	-1%	-1%	-1	-4%	9%	-1%	-8%	8%	-1%
O=C(Cc1ccc(-n2c(=O)c3ccccc3n(Cc3ccccc3F)c2=O)cc1)NCC1CCCO1 (configuration not stated)	?	0%	-1%	-1%	-6	2%	4%	0%	-5%	3%[10 µM]	0%
Cc1ccc(OCC(=O)N2N=C(c3ccncc3)CC2(O)C(F)(F)F)cc1C (configuration not stated)	-30%	1%	?	0%	-2	0%	-20%	-3%	-15%	4µM*	-2%
O=C(c1nn2c(C(F)(F)F)cc(-c3cccs3)nc2c1Br)N1CCCc2ccccc21	?	5%	-18%	29%	2	-16%	-64%	0%	0%	-20%[10 µM]	-5%
C#CCOCCOCCOCCNc1nc(N2CCN(C(=O)[C@H](CCC(=O)O)n3cc([C@@H](N)CCCCN)nn3)CC2)nc(N2CCN(C(=O)[C@H](CCC(=O)O)n3cc([C@@H](N)CCCCN)nn3)CC2)n1	13%	1%	.	-5%	.	.	1%	0%	.	.	.
Nc1c(Cl)ncnc1NCCc1ccc(O)cc1	10µM*	-2%	-11%	0%	-2	-13%	3%	0%	7.9µM*	-4%	-32%[inhibitor]
O=C(Nc1ccc(N2CCN(C(=O)c3ccccc3)CC2)cc1)c1ccc([N+](=O)[O-])o1	?	-3%	-2%	-10%	5	-7%	-60%	-22%	-2%	24%	-2%
Cc1nc(C)n(C(=O)N(c2ccccc2)c2ccccc2)n1	10%	3%	0%	-8%	-1	4%	-20%	-10%	.	10%[0.365 µM]	0%
O=C(Nc1ccc(-c2ccc3nncn3n2)cc1)C1CCCC1	?	-3%	19µM*	3%	1	7%	89%	-1%	-11%	8%	14%
COc1ccc(C2NC(=S)NC(O)(C(F)(F)F)C2C(=O)c2cccs2)cc1 (configuration not stated)	-4%	0%	0%	0%	-4	-4%	-30%	2%	0%	-3%	-1%
CC(=O)CCc1oc2ccc(C)cc2c1-c1ccc(C)o1	-4%	-1%	-14%	0%	?	1%	-24%	-3%	-1%	15%	-6%
CC1=C(C#N)C(Nc2ccc(C)cn2)(C(F)(F)F)C(=O)N1 (configuration not stated)	?	0%	5%	-2%	2	2%	-1%[1.84 µM]	-14%	5%	-2%	-2%

# Screening results (PubChem)
